# Compound activity: PubChem, several laboratories
# PPARg SRC2 recr: agonists of PPARg-SRC-2 recruitment, primary screen, biochemical, HTS | Peroxisome proliferator-activated receptor gamma (Homo sapiens), P37231 | PPARgamma LBD-SRC-2 recruitment | activation, % at 8 µM | actives 0.34% (n = 200,000); in the data active = activation above about 22%;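 note: 0% = vehicle and 100% = reference agonist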
# PPARg SRC-1 ag: PPARgamma agonists recruiting SRC-1 coactivator, primary screen, biochemical; activation, % at 8 µM; PPARgamma-SRC-1 coactivator recruitment biochemical assay; AID 631, 2007; Peroxisome proliferator-activated receptor gamma (Homo sapiens), P37231; actives 0.41% (n = 200,000); in the data active = activation above about 19%;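 note: 0% = DMSO and 100% = reference agonist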
# SRC2 TRFRET art: TR-FRET signal artefacts, primary screen, artefact control for PPARgamma SRC-2 agonist project, biochemical; TR-FRET artefact counter-screen; active compounds read high; TR-FRET ratio at 8 µM; actives 0.4% (n = 200,000); AID 1049, 2008; in the data active = TR-FRET ratio above about 2000; note: inactives centre near 1500
# Efa HMGR inh: inhibitors of E. faecalis class II HMGR, primary screen, biochemical, Enterococcus faecalis | HMG-CoA reductase (Enterococcus faecalis, mvaE) | purified E. faecalis HMGR, NADPH absorbance 340 nm kinetic | inhibition, % at 10 µM | actives 0.41% (n = 190,000) | AID 1066, 2008;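 active = inhibition above a set limit, the median over all tested compounds plus 3 SD, cut at about 9.5% in these data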;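 note: enzyme runs in reverse so mevalonate oxidation gives rising NADPH absorbance; 0% = complete reaction with DMSO and 100% = background rate lacking mevalonate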
# RAM network inh: inhibitors of the yeast RAM network, primary screen, dse1pr::URA3 reporter, 5-FOA selection; S. cerevisiae dse1pr::URA3 reporter, 5-FOA growth OD615, 2 d; analog-sensitive cbk1-as2 kinase mutant strain; inhibition, % at 50 µM; actives 1.8% (n = 190,000); AID 868, 2007;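 active = inhibition above a set limit, 3 SD over mean compound inhibition, cut at about 8.4% in these data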;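 note: 0% = DMSO-only wells with no growth and 100% = 10 µM 1-NA-PP1 full growth; inhibition rescues growth on 5-FOA so higher OD means more RAM inhibition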
# Redox H2O2 prof: compounds producing H2O2 with reducing agent – biochemical, NIH compound library profiling, artefact control for MLSCN library redox annotation, primary screen; actives 0.03% (n = 200,000); DTT-dependent redox cycling H2O2, phenol red/HRP absorbance; 100% = 100 µM peroxide control, 0% = buffer; activation, % at 10 µM;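 active = activation of at least 50% relative to the plate's high and low controls in the primary single-dose screen; inactive = activation below 50%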;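 note: compound incubated with DTT at 0.8 mM final as the reducing agent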
# S1P3 antagonist: S1P3 receptor antagonists, primary screen, cell-based; Sphingosine 1-phosphate receptor 3 (Homo sapiens), Q99500; CHO S1P3 NFAT-BLA reporter, FRET fluorescence, antagonist mode; inhibition, % at 4.98 µM; actives 0.27% (n = 170,000);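 active = inhibition above the plate cutoff, the mean inhibition of test wells on that plate plus 3 SD, cut at about 28% in these data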;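 note: cells challenged with S1P at its EC80 of 0.8 µM; blue over green emission ratio from cleaved BLA substrate after 4 h stimulation; 0% = S1P-stimulated wells and 100% = unstimulated DMSO-only wells; some compounds past the cut are filed as inactive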
# Target sequence (Q99500 whole entry, looked up): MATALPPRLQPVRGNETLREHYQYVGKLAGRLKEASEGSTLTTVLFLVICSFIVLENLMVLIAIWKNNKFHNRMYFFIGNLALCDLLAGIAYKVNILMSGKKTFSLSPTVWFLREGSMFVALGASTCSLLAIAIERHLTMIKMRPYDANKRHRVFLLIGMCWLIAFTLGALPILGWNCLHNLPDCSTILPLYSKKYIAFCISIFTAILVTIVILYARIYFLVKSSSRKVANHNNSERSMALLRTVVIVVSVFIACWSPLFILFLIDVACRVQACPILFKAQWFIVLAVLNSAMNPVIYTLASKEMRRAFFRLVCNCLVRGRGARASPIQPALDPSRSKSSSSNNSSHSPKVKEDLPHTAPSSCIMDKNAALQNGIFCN
# PPARg SRC3 recr: PPARgamma agonists recruiting SRC-3 coactivator, primary screen, biochemical | Peroxisome proliferator-activated receptor gamma (Homo sapiens), P37231 | biochemical PPARgamma/SRC-3 coactivator recruitment assay | activation, % at 8 µM | actives 0.26% (n = 200,000) | AID 731, 2007; in the data active = activation above about 23%;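 note: 0% = DMSO and 100% = reference agonist; some compounds past the cut are filed as inactive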
# Lmaj promast: Leishmania major promastigote growth inhibition, primary screen; inhibition, % at 10 µM; actives 9% (n = 200,000); Leishmania major promastigotes, resazurin fluorescence viability; in the data active = inhibition above about 50%;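 note: promastigotes grown with compound for 44 hours at 28 °C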
# ROMK primary: ROMK potassium channel modulators, primary screen, cell-based, thallium flux, MLSMR library. ATP-sensitive inward rectifier potassium channel 1 (Homo sapiens), P48048. Tet-inducible ROMK, thallium flux fluorescence; actives lie on both sides. B-score at 10 µM. actives 2% (n = 130,000). AID 1918, 2009;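 active = signal ratio slope over the read window, or its plate-corrected B-score, at least 3 SD from the plate mean, either direction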;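 note: B-score of the F/F0 ratio slope over 7 to 12 s after thallium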
# Target sequence (P48048 whole entry, looked up): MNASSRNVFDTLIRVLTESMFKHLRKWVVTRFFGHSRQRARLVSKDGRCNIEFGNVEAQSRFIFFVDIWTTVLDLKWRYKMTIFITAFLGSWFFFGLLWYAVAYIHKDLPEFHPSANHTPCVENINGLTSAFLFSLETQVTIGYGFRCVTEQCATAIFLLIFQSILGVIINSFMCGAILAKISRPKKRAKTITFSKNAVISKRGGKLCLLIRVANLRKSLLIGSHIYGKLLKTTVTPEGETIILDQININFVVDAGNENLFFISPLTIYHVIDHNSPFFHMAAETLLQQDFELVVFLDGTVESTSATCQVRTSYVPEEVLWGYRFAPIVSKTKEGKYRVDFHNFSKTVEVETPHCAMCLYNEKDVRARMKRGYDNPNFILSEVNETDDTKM
# bIAP inh: bovine intestinal alkaline phosphatase inhibitors, primary screen, selectivity assay for TNAP inhibitor project, biochemical, bovine IAP, CDP-star luminescence; alkaline phosphatase, intestinal [Bos taurus]; purified bovine IAP, 30 min; inhibition, % at 20 µM; 190,000 tested, under 10 active;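 active = over 50% inhibition of intestinal alkaline phosphatase at 20 µM in the single-dose screen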
#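 Assay system – bovine IAP enzyme · Quantity – bovine IAP at 1/65,000,000 final dilution · Detection – CDP-star luminescence signal · Times – 30 min reaction at room temperature · Also added – CDP-star substrate at 30 µM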
# Numbers without * were called inactive; nt = not tested or not shown. This is a random part of the collection; any-hit rate near 13%.
canonical_smiles	Lmaj promast	Efa HMGR inh	PPARg SRC3 recr	SRC2 TRFRET art	ROMK primary	RAM network inh	bIAP inh	PPARg SRC-1 ag	S1P3 antagonist	PPARg SRC2 recr	Redox H2O2 prof
COc1cc(/C=N/Nc2ccc(C(F)(F)F)cn2)cc(OC)c1O	10	-6	0	1599	1.4	0.2	-20	-2	-9	2	-1.2
CCOP(=O)(c1ccccc1)C1(C#N)CCCC1 (stereo not drawn)	1	-1	-10	1406	0.035	1.2	3	-1	nt	-4	-0.1
CNC(=S)Nc1ccc2nc(C)oc2c1	-2	-3	-4	1469	-0.34	-0.8	3	-8	-14	2	-0.2
CN(Cc1cn(C)nc1-c1cccc(Cl)c1)CC1CCCCO1 (stereo not drawn)	8	-4	0	1547	-0.048	0.9	-12	-7	-13	-10	-0.7
COC(=O)NCc1ccc(S(=O)(=O)N2CCOCC2)cc1	5	1	5	1407	nt	-0.5	6	0	-49	-4	2.6
O=[N+]([O-])c1cc(S(=O)(=O)Nc2cccc(C(F)(F)F)c2)ccc1-n1nnc2ccccc21	3	-1	-11	1325	-2.6	4.7	28	-2	nt	8	-0.2
Cc1cccc2cc(C#N)c(NCCNS(=O)(=O)c3ccccc3)nc12	-7	-1	0	1630	0.89	1.9	8	-7	-5	2	-0.1
COC(=O)Nc1ccc(S(=O)(=O)Nc2ccc(O)cc2)cc1	-2	-2	5	1594	nt	0.2	-142	9	nt	9	-1.6
CCOCCOC(=O)CCSc1n[nH]c(=O)[nH]c1=O	-3	0	-6	1493	0.29	1.7	2	-1	8	-8	0.2
CCCCN(C)CCC(=O)Nc1ccc(Cl)cc1	63*	-1	2	1527	nt	0.3	19	-1	9	-4	nt
COCC(C)N=C1NN=C(c2cc(C)n(Cc3ccccc3Cl)c2C)CS1 (stereo not drawn)	64*	1	4	1939	-0.23	2.1	-13	5	-3	16	-1.9
COC(=O)COc1ccc(S(=O)(=O)NC2CCCCCC2)cc1	8	-4	-7	1710	nt	0.1	0	4	-6	-1	2.7
c1ccc(Oc2ccc3ccccc3n2)cc1	-2	0	4	1518	-1.1	0.5	3	4	9	2	-0.3
Cc1ccc(-c2cc(C(=O)NC3=NCCS3)c3cc(Br)ccc3n2)o1	1	-7	4	1677	nt	2.6	-4	8	-16	6	2.5
COc1ccc(-n2nnc3c(=O)n(CC(=O)OCc4ccccc4)cnc32)cc1	-6	0	4	1663	nt	0.6	8	8	-10	4	-0.1
Cc1cc(Cl)ccc1Oc1cccc(C(=O)/C(C#N)=C/N(C)C)c1	-7	-4	-7	1547	nt	0.2	8	6	nt	3	0.0
COC(=O)CN1C(=S)N(c2ccc(Cl)cc2)C(=O)C1CC(=O)Nc1ccc(Cl)cc1 (stereo not drawn)	-2	-3	9	1569	2.7	4.3	8	9	nt	6	-10
CC(C)(C)C(=O)Nc1ccc2c(c1)OCCOCCOc1cc(NC(=O)C(C)(C)C)ccc1OCCOCCO2	-6	6	6	1495	0.19	3.0	-3	5	-26	3	-0.5
O=C(NCc1cccc(C(F)(F)F)c1)c1cc(Cl)cc(Cl)c1	0	-2	11	1676	nt	0.9	1	-8	nt	5	-3.7
N#CCCN(Cc1cccnc1)C(=S)NC(=O)c1ccc(S(=O)(=O)N2CCCC2)cc1	-7	1	5	1633	0.012	0.7	-19	11	7	11	0.8
COc1ccc(C(=O)NCc2ccccc2OC)cc1	-5	-1	3	1588	-0.63	0.6	-3	10	1	10	0.3
CCN(CC(=O)Nc1ccc(C(C)=O)cc1)CC(=O)Nc1ccccc1C(F)(F)F	13	-2	1	1577	-0.43	1.9	0	11	0	-6	-0.7
CCOC(=O)C1C(=O)C(C(=O)OCC)C(c2cccnc2)NC1c1cccnc1 (stereo not drawn)	-1	-7	17	1714	-0.075	-0.2	-8	3	9	3	3.7
Cc1ccccc1Cn1c(CN2CCN(C(=O)c3ccco3)CC2)nc2c1c(=O)n(C)c(=O)n2C	3	2	nt	nt	nt	-0.5	-5	nt	-1	nt	-1.6
C=CCc1cc(C)ccc1OCC(O)CN1CCN(c2ccccc2)CC1 (stereo not drawn)	29	1	3	1384	-1.4	-0.1	1	1	-2	2	-0.6
CCCSc1nsc(SCCC)c1C(N)=O	-11	4	-2	1324	nt	5.7	10	-3	-38	1	2.5
COc1ccc(Nc2nc(N)nc(CSC(=S)N3CCOCC3)n2)cc1	16	4	-3	1596	-0.41	0.2	-2	-6	-9	1	-0.2
CCNC(=S)NS(=O)(=O)c1ccc(CC)cc1	-5	-3	-10	1626	nt	0.1	0	-14	nt	-7	1.3
CCC(=O)N(NC1=NS(=O)(=O)c2ccccc21)S(=O)(=O)c1ccc(C)cc1	-2	3	4	1430	0.35	2.1	-8	-5	-23	6	-0.3
O=C(CSc1nc(-c2ccccc2)c(-c2ccccc2)[nH]1)NCCN1C(=O)CSC1=O	-4	2	8	1459	nt	-0.8	-3	12	nt	5	-3.5
CCc1nc2ccccc2n1CCC(C)C	3	4	0	1410	nt	1.1	3	-4	11	2	3.5
CCOC(=O)NC(Nc1nnc(C)s1)(C(=O)OCC)C(F)(F)F (stereo not drawn)	-4	-3	0	1307	nt	-0.4	0	7	-10	-5	2.5
COCCNC(=O)c1cn(Cc2c(F)cccc2Cl)nn1	-2	1	-9	1494	nt	0.4	4	0	nt	-7	3.5
CCN(CC)Cc1cc(O)c(CN(CC)CC)cc1O	2	0	3	1696	-1.7	1.1	-7	9	11	9	-0.8
COc1cc(S(=O)(=O)Nc2ccc(C(=O)NCC(=O)O)cc2)ccc1NC(C)=O	-6	-2	0	1470	0.14	2.0	-4	4	-3	0	0.4
COc1cc(C(=O)NCCC2=CCCCC2)cc(OC)c1OC	-2	-1	-5	1469	nt	1.9	3	2	11	0	-2.3
Cc1c(CCOC(=O)CC23CC4CC(CC(C)(C4)C2)C3)sc[n+]1Cc1ccc([N+](=O)[O-])cc1	88*	-2	2	1611	-3.2	-1.1	46	2	-1	-6	0.3
Cc1cccc(OCc2nc(-c3cccnc3)no2)c1	-3	-5	0	1505	0.28	0.7	15	-4	8	1	0.1
Cc1ccc(-c2nnc3n2N=C(c2ccccc2Br)CS3)cc1	-1	-10	6	1689	nt	2.2	24	-6	17	1	-0.3
COc1ccc(-c2cc(C(F)(F)F)nc(SCCC(=O)N3CCCC3)n2)cc1	3	-6	1	1537	nt	8.8*	-8	0	nt	-1	-0.2
Cc1cc(C)n2nc(C(=O)NCCc3ccccc3)nc2n1	5	-6	-5	1303	-0.57	0.1	2	1	nt	-3	1.0
C=CCn1ccc2c([N+](=O)[O-])cccc2c1=O	1	-2	-3	1464	-0.019	-0.6	2	-4	-8	-6	0.7
CC(CCc1ccccc1)NC(=O)c1cncc(Br)c1 (stereo not drawn)	4	-2	6	1556	0.21	2.9	7	-4	nt	8	0.2
CCn1c(SCC(=O)Nc2nc(C)cs2)nnc1-c1cccnc1	5	-1	17	1634	nt	0.9	5	-7	7	7	0.5
OC(CNCc1ccccc1)COCc1ccc(Cl)cc1 (stereo not drawn)	84*	-1	1	1683	-1.9	1.9	-22	1	2	9	0.0
Cc1ccc(NC(=O)CSc2nnc(C)n2-c2ccccc2)cc1	-8	4	4	1719	nt	-0.8	11	7	nt	8	0.1
Cc1ccc(C(=O)COc2nc(C)cc(C)c2C#N)cc1	-3	2	4	1475	nt	nt	11	4	nt	4	1.5
COc1cccc(C2CC(c3ccccc3Cl)n3nnnc3N2)c1 (stereo not drawn)	2	-1	-5	1592	nt	0.4	10	1	14	1	-2.4
Cn1c(NC(=O)c2cccnc2)nc2ccccc21	-15	-3	13	1623	nt	2.0	-18	4	-24	0	2.6
CCCN1CCN(c2nc(-c3cccs3)nc3ccccc23)CC1	30	1	4	1853	-0.57	-0.9	0	0	10	12	0.0
COc1ccc(C2(C(=O)N3CCOCC3)CCOCC2)cc1OC	-2	-3	-7	1363	nt	1.6	22	-3	-10	-3	0.0
CC(C)c1nnc(NC(=O)c2ccc(N3C(=O)CCC3=O)cc2)s1	-9	3	13	1657	nt	1.2	8	2	-44	14	-1.0
COc1ccccc1CN1C(=O)c2ccccc2C1C(=O)NC1CCC(C)CC1 (stereo not drawn)	7	-9	-1	1571	0.59	1.1	2	3	-13	-5	0.2
CCOC(=O)c1cccc(NC(=O)C2CCCN(S(=O)(=O)c3c(C)n[nH]c3C)C2)c1 (stereo not drawn)	-7	-2	0	1401	nt	4.8	3	1	-36	3	-0.9

# Single records (already shown). Order of screens: Lmaj promast	Efa HMGR inh	PPARg SRC3 recr	SRC2 TRFRET art	ROMK primary	RAM network inh	bIAP inh	PPARg SRC-1 ag	S1P3 antagonist	PPARg SRC2 recr	Redox H2O2 prof
# Results for CCOC(=O)c1cccc(NC(=O)C2CCCN(S(=O)(=O)c3c(C)n[nH]c3C)C2)c1 (stereo not drawn) → -7	-2	0	1401	nt	4.8	3	1	-36	3	-0.9
# Results for Cc1cc(C)n2nc(C(=O)NCCc3ccccc3)nc2n1 → 5	-6	-5	1303	-0.57	0.1	2	1	nt	-3	1.0
# Results for COc1ccccc1CN1C(=O)c2ccccc2C1C(=O)NC1CCC(C)CC1 (stereo not drawn) → 7	-9	-1	1571	0.59	1.1	2	3	-13	-5	0.2
# Results for COc1cccc(C2CC(c3ccccc3Cl)n3nnnc3N2)c1 (stereo not drawn) → 2	-1	-5	1592	nt	0.4	10	1	14	1	-2.4
# Results for Cc1ccc(C(=O)COc2nc(C)cc(C)c2C#N)cc1 → -3	2	4	1475	nt	nt	11	4	nt	4	1.5
